KCNQ2 inh: KCNQ2 channel blockers in CHO-K1 cells – cell-based, FluxOR thallium flux, B-score, primary screen (AID 2156); O88943; 20 min; active compounds read low; B-score at 10 µM; hit rate 1.1% among 310,000;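 active = fluorescence ratio B-score at most minus 3 library SDs, with starting brightness B-score within 2 library SDs, cut at about -5.5 in these data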
Target sequence (O88943 whole entry, looked up): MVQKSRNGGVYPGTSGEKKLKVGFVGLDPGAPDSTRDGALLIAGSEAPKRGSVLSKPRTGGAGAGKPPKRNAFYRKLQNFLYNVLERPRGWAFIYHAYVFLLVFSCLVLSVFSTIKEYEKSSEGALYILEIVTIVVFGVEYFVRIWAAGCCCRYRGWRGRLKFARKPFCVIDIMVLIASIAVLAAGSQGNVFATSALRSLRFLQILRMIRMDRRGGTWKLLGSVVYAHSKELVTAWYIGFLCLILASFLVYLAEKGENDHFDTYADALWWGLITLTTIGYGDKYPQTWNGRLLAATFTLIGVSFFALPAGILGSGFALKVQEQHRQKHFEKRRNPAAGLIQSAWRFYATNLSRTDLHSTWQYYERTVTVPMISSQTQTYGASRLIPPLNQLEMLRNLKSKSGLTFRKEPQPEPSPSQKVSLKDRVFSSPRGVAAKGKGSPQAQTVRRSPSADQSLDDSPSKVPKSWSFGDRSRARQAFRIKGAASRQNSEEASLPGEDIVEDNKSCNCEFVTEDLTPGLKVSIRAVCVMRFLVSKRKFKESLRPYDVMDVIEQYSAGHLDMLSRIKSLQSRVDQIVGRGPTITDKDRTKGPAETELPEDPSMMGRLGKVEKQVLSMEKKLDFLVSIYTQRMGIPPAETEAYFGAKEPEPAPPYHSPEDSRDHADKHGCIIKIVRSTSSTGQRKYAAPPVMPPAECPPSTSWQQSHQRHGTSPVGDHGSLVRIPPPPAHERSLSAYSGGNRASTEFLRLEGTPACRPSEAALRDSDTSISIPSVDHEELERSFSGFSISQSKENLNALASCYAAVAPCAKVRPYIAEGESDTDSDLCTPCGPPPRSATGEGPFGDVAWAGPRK
Kir21 inh: blocks the mouse Kir2.1 inward-rectifier potassium channel; P35561; AID 1672; HEK293-Kir2.1, FluxOR thallium flux fluorescence; active compounds read low; hit rate 0.85% among 310,000; B-score at 10 µM;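 active = fluorescence ratio B-score at or below minus 3 SD of library scores, with starting-brightness B-score within 2 SD, cut at about -4.2 in these data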;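 also: channel flux triggered by added potassium and thallium sulfate stimulus; B-score of peak minus minimum fluorescence over baseline after thallium stimulus; more negative B-score means stronger Kir2.1 block with less thallium influx; some compounds called inactive have numbers as strong as hits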
* marks the source's active call; other numbers are inactive results; i = inactive.

SMILES | KCNQ2 inh | Kir21 inh
O=C(NCCN1CCN(C(=O)c2ccc([N+](=O)[O-])cc2)CC1)C(=O)Nc1ccc(F)cc1 | i | 0.34
Cc1ccc(NC(=O)C(C)N2C(=O)c3ccccc3C2=O)cc1C (stereo not drawn) | i | -0.04
Brc1cc2c(cc1Cn1c(-c3cncs3)nc3ccccc31)OCO2 | i | -0.14
CCC(C)N1C(=O)CCC1C(=O)N1CCN(c2ccccc2F)CC1 (stereo not drawn) | i | 0.06
CCCCc1nnc(NC(=O)Cc2ccc(OC)c(S(=O)(=O)N3CCOCC3)c2)s1 | i | 0.98
CC(NC(=O)Cn1nnc(-c2ccncc2)n1)c1ccccc1 (stereo not drawn) | i | 1.8
CN(Cc1c(F)cccc1Cl)S(=O)(=O)c1cccs1 | i | -0.1
Oc1[nH]c2ccccc2c1N=Nc1ccc(C(F)(F)F)cn1 | i | 0.21
CCOc1nc(Nc2ccc(OC)cc2)nc(N2CCOCC2)n1 | i | 0.35
COc1ccccc1N1CCN(C(=O)C2CCN(C(=O)c3ccccc3Cl)CC2)CC1 | i | -0.76
Cc1nnc(SCC(=O)Nc2cccnc2Cl)s1 | i | 1.2
CCOc1ccc(C(=O)NC(=S)Nc2ccccc2N2CCC(C)CC2)cc1[N+](=O)[O-] | i | 0.02
COc1ccc(NC(=O)CN(C)S(=O)(=O)c2cccc3cccnc23)cc1 | i | -0.44
CCOC(=O)C1CCCN(Cc2ccc(O)c(OC)c2)C1 (stereo not drawn) | i | -0.88
CCc1ccc(-c2cc(N)n(-c3ccccc3)n2)cc1 | i | 0.13
Cc1ccnc(NC(=O)c2cccc(S(=O)(=O)N3CCOCC3)c2)c1 | i | -0.05
CCOP(=O)(c1ccc(N(C)C)cc1)C(O)c1ccc(C)cc1 (stereo not drawn) | i | -0.08
Cc1nn(-c2ccccc2)c(C)c1C(=O)OC/C(O)=C(\C#N)c1nc2ccccc2[nH]1 | i | 0.58
CCOc1cccc(-c2c(C(=O)N/N=C(\C)c3cccnc3)nnn2-c2nonc2N)c1 | i | 1.3
CS(=O)(=O)c1cnc2c(S(=O)(=O)c3ccccc3)cnn2c1N | i | 1.6
COc1ccc(C(=O)NCCc2nnc(SCC(=O)Nc3ccccc3F)n2C)cc1 | i | -2.1
COC(=O)C1=C(C)NC(=O)/C1=C\c1cc(C)n(-c2cc(C)cc(C)c2)c1C | i | 3.1
C=CCn1c(=S)[nH]c2sccc2c1=O | i | -1.8
O=C(O)CN1C(=O)/C(=C/c2ccccc2Cl)Oc2ccccc21 | i | 0.59
O=C(Nc1c2c(nn1-c1cccc(Cl)c1)CS(=O)C2)c1ccc2c(c1)OCO2 (stereo not drawn) | i | 0.36

The list goes on.
SMILES | KCNQ2 inh | Kir21 inh
Cc1cc(-c2ccccc2)n2ncc(-c3ccccc3)c2n1 | i | 0.86
C/C(=N/NC(=O)c1ccc2c(c1)OCO2)c1ccc(NC(=O)c2ccc(F)cc2)cc1 | i | -0.93
COc1ccc(N2CC(NS(=O)(=O)c3ccc(F)cc3)CC2=O)cc1 (stereo not drawn) | i | 0.03
O=C(NCCC(=O)N1CCN(c2ccccc2O)CC1)c1ccc(Cl)cc1 | i | 0.45
CCOC(=O)c1c(NC(=O)/C=C/c2ccco2)sc(C)c1C | i | -0.22
O=C(Nc1cccn(Cc2cccc(F)c2)c1=O)NC1CCCCC1 | i | 0.46
COc1cccc(NC(=O)/C=C/c2ccco2)c1 | i | -0.86
COc1ccc(-c2c(-c3ccc(OCC(=O)NN)cc3O)n[nH]c2C)cc1OC | i | 0
Cc1noc(/C=C/c2nn(C)cc2Cl)c1[N+](=O)[O-] | i | -0.15
COc1ccccc1-c1cc(C(=O)NN)[nH]n1 | i | -0.34
Cc1ccc(C(=O)N/N=C2\CCSC2)cc1[N+](=O)[O-] | i | 0
O=c1c2ccccc2ncn1-c1cccc(Br)c1 | i | -1.1
CC(=O)Oc1c(Cl)cc(Cl)cc1/C=C/c1ccc2ccccc2n1 | i | -1.7
COC(=O)c1oc2ccc(OC)cc2c1N | i | -2.3
Nc1ccc2c(c1)OC1(CCCCC1)O2 | i | 2.1
COc1ccc(-c2cc(C(=O)N3CCN(C(c4ccccc4)c4ccccc4)CC3)no2)cc1 | i | 0.71
Fc1ccc(CNC(=S)NC2CCCCCC2)cc1 | i | -0.99
COc1ccc(COc2cc(-c3cccc(OC)c3)nc3ccc(NC(=O)c4ccc(Cl)cc4)cc23)cc1 | i | 0.04
CC(=O)c1cccc(S(=O)(=O)NCCC(=O)O)c1 | i | -0.11
COc1ccccc1C(=O)N/C(=C\c1cn(C)c2ccccc12)C(=O)NCCCn1ccnc1 | i | -0.55
CC1(C)CC(=O)C2=C(C1)Nc1ccccc1NC2c1cc(Cl)ccc1O (stereo not drawn) | i | 0.01
COc1ccccc1NC(=O)Nc1nnc(C(C)c2ccccc2)s1 (stereo not drawn) | i | -0.33
COc1cc(OC)cc(C(=O)c2c(C)c(C#N)c3ccccn23)c1 | i | 1.1
CC1CCC(NC(=O)CN2CCC(n3nnc4cc(F)ccc43)CC2)CC1 (stereo not drawn) | i | 0.02
Cc1cc(-c2onc(C)c2C(=O)O)no1 | i | -1.4

Quoted at random: two entries already listed
SMILES | KCNQ2 inh | Kir21 inh
Nc1ccc2c(c1)OC1(CCCCC1)O2 | i | 2.1
Cc1ccc(C(=O)N/N=C2\CCSC2)cc1[N+](=O)[O-] | i | 0

Further structures
SMILES | KCNQ2 inh | Kir21 inh
Cc1cc2cc(CNC(=O)c3cc4ccccc4o3)ccc2n1C | i | -0.57
COc1ccc(C(=O)/C=C/Nc2ccc(C)cn2)cc1OC | i | 0.52
CC(C)OC(=O)NC(Nc1ccccc1C(=O)O)(C(F)(F)F)C(F)(F)F | i | -0.59
CCOC(=O)N1CCC(NC(=O)C2CCCN(S(=O)(=O)c3cccc4nsnc34)C2)CC1 (stereo not drawn) | i | 0.2
COc1ccc(Cl)cc1NC(=S)N(Cc1ccc(C(=O)O)cc1)Cc1ccc(OC)c(OC)c1 | i | 1.5
O=C(CCN1CCCCCC1)Nc1cccc(Cl)c1 | i | -0.11
COc1cccc(Cn2cnc3c(NS(=O)(=O)c4cccc(Cl)c4Cl)c(C)c(C)cc32)c1 | i | 1.2
COC(=O)C(Cc1ccccc1)P(=O)(c1ccccc1)c1ccccc1 (stereo not drawn) | i | 1.2
COCCN1C(=O)Cc2c1nc(N)c1c(N)nc(N3CCN(c4ccc(F)cc4)CC3)c(C#N)c21 | i | 0.4
Cc1cccc(OCC(O)Cn2c(=N)n(Cc3ccccc3)c3ccccc32)c1 (stereo not drawn) | i | -10*
Cc1cc(NS(=O)(=O)c2ccc(NS(=O)(=O)c3ccc(CC(C)C)cc3)cc2)nc(C)n1 | i | 0.4
O=C(COc1ccc(C(=S)N2CCC(Cc3ccccc3)CC2)cc1)N1CCOCC1 | i | 1
O=[N+]([O-])c1ccccc1S(=O)(=O)Nc1cccnc1 | i | 0.05
O=C(C1CC(c2ccccc2O)=NO1)N1CCc2ccccc2C1 (stereo not drawn) | i | 0.12
O=C(N=Nc1c(O)[nH]c2ccccc12)c1cc(-c2cccs2)[nH]n1 | i | 1.2
COc1cccc(CNS(=O)(=O)c2cn(C)cn2)c1 | i | -0.54
COC(=O)c1cc(S(=O)(=O)NCc2ccc3c(c2)OCO3)c[nH]1 | i | -1.2
CCOc1ccc(N(Cc2cc3ccc(C)cc3[nH]c2=O)S(=O)(=O)c2ccccc2)cc1 | i | 1.5
Cc1c(Br)c([N+](=O)[O-])nn1CC(=O)Nc1c(C)n(C)n(-c2ccccc2)c1=O | i | 1.5
CC(=O)NC(c1ccc(C)cc1)c1cc(Cl)c2cccnc2c1O (stereo not drawn) | i | 0.85
Cc1cccc(C)c1N(CC(=O)N1CCOCC1)S(C)(=O)=O | i | 0
O=C(NCc1ccccc1Cl)NCc1ccccc1Cl | i | 0.09
N=C1C(c2nc3ccccc3[nH]2)=C(O)CN1C1CCCCC1 | i | -0.62
CCCCNC(=S)N(C)/N=C/c1sc(N2CCCCC2)nc1-c1cccs1 | i | -0.64
Cn1cc(S(=O)(=O)N2CCc3ccccc32)cc1C(=O)NC1CCCCC1 | i | -1.8

Next results
SMILES | KCNQ2 inh | Kir21 inh
Cc1nc(-c2ccc(Cl)cc2)sc1C1(C)CC(c2cccc(Cl)c2)=NO1 (stereo not drawn) | i | 1.7
CN(Cc1ccccc1)C(=O)Cn1c(=O)c2cccn2c2cccnc21 | i | -1.7
Cc1cc(C)c(N=Cc2c(O)c3ccccc3oc2=O)c(C)c1 | i | 0.14
CCN(CC)CP(=O)(c1ccccc1)c1ccccc1 | i | -0.56
CCCOc1ccc(-c2csc(NC(=O)CN3C(=O)CCC3=O)n2)cc1 | i | -0.21
CCOc1cccc(C(=O)Nc2nc(-c3ccc(S(=O)(=O)N4CCOCC4)cc3)cs2)c1 | i | 0.6
Cc1cccc(C)c1NC(=O)C(c1cccc([N+](=O)[O-])c1)N(C)C(=O)c1ccccn1 (stereo not drawn) | i | -0.05
O=C(CP(=O)(c1ccccc1)c1ccccc1)Nc1nc2ccc(Cl)cc2s1 | i | 0.02
O=C(Nc1nnc(S(=O)(=O)N2CCCCCC2)s1)c1ccccc1Cl | i | 0.53
C#Cc1ccc([C@H]2C=C(C(=O)N3CCOCC3)O[C@@H](OCc3ccc(CO)cc3)C2)cc1 | i | -0.73
COc1ccc(N(CC(=O)Nc2ccc(S(=O)(=O)N3CCCCC3)cc2)S(C)(=O)=O)cc1OC | i | -0.43
COc1ccccc1N1CCN(C(=O)c2ccc(CSc3ccccc3)cc2)CC1 | i | -0.28
Cc1ccc(S(=O)(=O)N2CC(O)C[C@H]2C(=O)OCC(=O)c2ccccc2)cc1 (stereo partly drawn) | i | -0.51
CCN1C(=O)/C(=c2\o/c(=C3\C=Cc4ccccc4N3CC)c(=O)n2CC)SC1=S | i | 0
Cc1c(C(=O)Nc2c(C)n(C)n(-c3ccccc3)c2=O)oc2ccccc12 | i | 0.6
CC(C)c1ccccc1NC(=O)CN1C(=O)c2ccccc2C1=O | i | 0.94
COc1ccc(-n2c(COc3cccc4ccccc34)nnc2SCC#N)cc1 | i | -1.3
O=C1CSCC(=O)N1c1ncc(C(F)(F)F)cc1Cl | i | -1.1
Cc1ccc(CNC(=O)c2ccc3c(=O)n(CC4CCCO4)c(=S)[nH]c3c2)cc1 (stereo not drawn) | i | 0.13
CC(C)OC(=O)COc1cc(O)c2c(=O)cc(-c3ccccc3)oc2c1 | i | 1.3
Cc1ccccc1-c1nc(S(=O)(=O)c2ccc(Br)cc2)c(NCc2cccnc2)o1 | i | 0.04
CCN(CC)S(=O)(=O)c1ccc(C)c(NC(=S)N2CCN(C/C=C/c3ccccc3)CC2)c1 | i | -0.3
CCN(Cc1ccccc1)C(=O)c1cc2c(OC)c(OC)c(OC)cc2[nH]1 | i | -0.17
Cc1cccc(CCNS(=O)(=O)c2ccc3c(c2)CCN3C(=O)CCC(=O)O)c1 | i | -0.49
COC(=O)/C=C/C(=O)Nc1cccnc1 | i | 4.3

The results go on.
SMILES | KCNQ2 inh | Kir21 inh
Cc1ccc(N=C2S/C(=C\c3cn(CC(=O)O)c4ccccc34)C(=O)N2C)cc1 | i | 0.66
O=C(OCC(=O)N1CCN(c2ccccc2)CC1)c1ncc(Cl)c(Cl)c1Cl | i | 0.28
COc1cc(NC(=O)C(C)Oc2ccccc2)c(OC)cc1NC(=O)c1ccccc1 (stereo not drawn) | i | 0.02
Cc1ccc(-c2cnc(NC(=O)c3cccc(Br)c3)s2)c(C)c1 | i | 1.6
CCC(C)(C)NC(=O)C(c1ccccc1Cl)N(C(=O)CCC(=O)Nc1cc(C)on1)C(C)(C)C (stereo not drawn) | i | -2.1
CCN(CC)S(=O)(=O)c1cccc(C(=O)NCCCn2ccnc2)c1 | i | 0.16
OC(CN1CCCC(C(F)(F)F)C1)c1ccccc1 (stereo not drawn) | i | 2.2
CCOc1c(Cl)cc(/C=N/NC(N)=S)cc1OC | i | 2.4
CN(C)S(=O)(=O)c1ccc2c(c1)nc(CCC(=O)NCc1ccc(Cl)cc1)n2C | i | -0.44
Cc1ccc(S(=O)(=O)NC(CC(=O)O)c2ccc(F)cc2)cc1 (stereo not drawn) | i | -0.46
Cc1ccc(S(=O)(=O)N2CCN(C(=O)C3CCCO3)CC2)cc1C (stereo not drawn) | i | 0.75
O=C(Nc1ccc(C(=O)O)cc1)Nc1ccc(F)cc1F | i | 0.3
CCOC(=O)C1(Cc2ccccc2C(F)(F)F)CCN(CC(O)CO)CC1 (stereo not drawn) | i | 0.68
CCOc1ccc(N(CC)C(=O)CCNC(=O)Cn2ccc3ccccc3c2=O)cc1 | i | -1.3

Of the compounds above, 13 have two or more sulfur atoms.
SMILES | KCNQ2 inh | Kir21 inh
CCCCc1nnc(NC(=O)Cc2ccc(OC)c(S(=O)(=O)N3CCOCC3)c2)s1 | i | 0.98
CN(Cc1c(F)cccc1Cl)S(=O)(=O)c1cccs1 | i | -0.1
Cc1nnc(SCC(=O)Nc2cccnc2Cl)s1 | i | 1.2
CS(=O)(=O)c1cnc2c(S(=O)(=O)c3ccccc3)cnn2c1N | i | 1.6
C=CCn1c(=S)[nH]c2sccc2c1=O | i | -1.8
CCOC(=O)N1CCC(NC(=O)C2CCCN(S(=O)(=O)c3cccc4nsnc34)C2)CC1 (stereo not drawn) | i | 0.2
Cc1cc(NS(=O)(=O)c2ccc(NS(=O)(=O)c3ccc(CC(C)C)cc3)cc2)nc(C)n1 | i | 0.4
CCCCNC(=S)N(C)/N=C/c1sc(N2CCCCC2)nc1-c1cccs1 | i | -0.64
CCOc1cccc(C(=O)Nc2nc(-c3ccc(S(=O)(=O)N4CCOCC4)cc3)cs2)c1 | i | 0.6
O=C(Nc1nnc(S(=O)(=O)N2CCCCCC2)s1)c1ccccc1Cl | i | 0.53
COc1ccc(N(CC(=O)Nc2ccc(S(=O)(=O)N3CCCCC3)cc2)S(C)(=O)=O)cc1OC | i | -0.43
CCN1C(=O)/C(=c2\o/c(=C3\C=Cc4ccccc4N3CC)c(=O)n2CC)SC1=S | i | 0
CCN(CC)S(=O)(=O)c1ccc(C)c(NC(=S)N2CCN(C/C=C/c3ccccc3)CC2)c1 | i | -0.3

From PubChem
